# SIAE inh: human SIAE inhibitors, primary screen, biochemical, fluorescence polarization, FP-Rh probe, 1536-well HTS; SIAE FP-Rh probe binding; Sialate O-acetylesterase (Homo sapiens), Q9HAT2; 370,000 tested, 0.69% active; AID 1053197, 2014; inhibition, % at 9.66 µM;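 active = inhibition above a cutoff: mean of compounds within the control limits plus 3 SD of those, cut at about 17% in these data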;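 note: 0% = plate median of compound wells and 100% = probe without SIAE protein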
# TDP2 absorb: human TDP2 enzyme inhibitors, primary screen, biochemical, epi absorbance, recombinant enzyme | Tyrosyl-DNA phosphodiesterase 2 (Homo sapiens), O95551 | T5PNP hydrolysis, p-nitrophenol absorbance 415 nm | inhibition, % at 12.8 µM | 370,000 tested, 0.34% active | AID 720702, 2013;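 active = inhibition above the mean of all tested compounds plus 3 SD, set per campaign, cut at about 25% in these data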;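 note: 0% = DMSO with enzyme and 100% = buffer with substrate but no TDP2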
#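 Assay system: Recombinant human TDP2 | Quantity: 120 nM TDP2 per well | Incubation: 2 h at 37 °C | Signal: Epi absorbance | Evaluation: Percent inhibition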
# proKLK7 act: proKLK7 zymogen activators, primary screen, biochemical, fluorescence intensity. activation, % at 7 µM. 370,000 tested, 0.9% active. purified proKLK7, EDANS-DABCYL substrate fluorescence; 100% is mature enzyme control, 0% vehicle;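 active = activation above the mean of all tested compounds plus 3 SD, computed per campaign excluding outliers beyond control limits, cut at about 13% in these data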
# LEDGF integ inh: blockers of LEDGF/p75-dependent integrase strand transfer – biochemical, TR-FRET, high throughput, primary screen | HIV-1 integrase (with human LEDGF/p75) | TR-FRET IN-LEDGF/p75 DNA integration, Eu/Cy5 | inhibition, % at 3.7 µM | 370,000 tested, 0.64% active | AID 743269, 2014;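 active = inhibition above the screen-wide mean plus 3 SD, cut at about 13% in these data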;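 note: signal is the Cy5 over europium emission ratio at 671 and 618 nm; 0% = plate median of compound wells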
# DDE Tn7 FP inh: inhibitors of Tn7 peptide binding to fibrin DD(E), primary screen, biochemical, fluorescence polarization, human fibrin, Tn7 probe. Fibrinogen beta chain (Homo sapiens), P02675. FP displacement of FITC-Tn7 peptide from fibrin DD(E); 0% = median of compound wells per plate. inhibition, % at 8.3 µM. 370,000 tested, 0.13% active. AID 720508, 2013;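 active = inhibition above the mean of compounds falling within the control limits plus 3 SD of them, cut at about 14% in these data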;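 note: 0% = plate median of compound wells and 100% = 10 µM Aha-Tn7 peptide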
# Target sequence (P02675 whole entry, looked up): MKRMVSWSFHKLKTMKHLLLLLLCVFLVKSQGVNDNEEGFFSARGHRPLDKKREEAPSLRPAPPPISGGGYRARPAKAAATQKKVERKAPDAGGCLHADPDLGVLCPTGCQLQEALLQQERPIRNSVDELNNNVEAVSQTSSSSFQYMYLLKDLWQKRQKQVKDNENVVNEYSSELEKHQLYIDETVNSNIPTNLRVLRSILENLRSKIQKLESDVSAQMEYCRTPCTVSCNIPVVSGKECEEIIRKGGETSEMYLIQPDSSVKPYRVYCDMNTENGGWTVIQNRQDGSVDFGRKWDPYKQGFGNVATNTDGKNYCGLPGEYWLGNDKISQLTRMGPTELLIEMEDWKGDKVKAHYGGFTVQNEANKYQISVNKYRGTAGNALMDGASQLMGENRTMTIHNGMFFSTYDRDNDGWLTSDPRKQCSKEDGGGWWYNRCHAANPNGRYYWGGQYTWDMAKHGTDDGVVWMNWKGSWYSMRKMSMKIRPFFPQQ
#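 system = human fibrin DD(E) protein | quantity = DD(E) 2 µM final | medium = Tris/NaCl/CaCl2 buffer, pH 7.8 | also added = labelled Tn7 tracer, 0.1 µM | compound dosing = single point at 8.3 µM | timing = compound with protein 10 min, then 3 h after probe, room temperature | signal = FP measurement | benchmarks = Aha-Tn7 high control | repeats = one replicate per compound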
# PRMT1 FP inh: PRMT1 methyltransferase inhibitors, primary screen, biochemical, fluorescence polarization; 370,000 tested, 1.3% active; AID 652257, 2013; recombinant PRMT1, activity-based probe fluorescence polarization; inhibition, % at 2.79 µM; Protein arginine N-methyltransferase 1 (Homo sapiens), Q99873;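 active = inhibition above about 21% made by adding two undisclosed values, limit read from the data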
# MBD2 inh: inhibitors of MBD2 binding to methylated DNA, primary screen, biochemical, TR-FRET, DNA-binding domain, human. MBD2 binding to methylated oligonucleotide. inhibition, % at 4.4 µM. 370,000 tested, 0.31% active. AID 686964, 2013; in the data active = inhibition above about 13%
# Target sequence (Q9UBB5 whole entry, looked up, the tested form may be a part): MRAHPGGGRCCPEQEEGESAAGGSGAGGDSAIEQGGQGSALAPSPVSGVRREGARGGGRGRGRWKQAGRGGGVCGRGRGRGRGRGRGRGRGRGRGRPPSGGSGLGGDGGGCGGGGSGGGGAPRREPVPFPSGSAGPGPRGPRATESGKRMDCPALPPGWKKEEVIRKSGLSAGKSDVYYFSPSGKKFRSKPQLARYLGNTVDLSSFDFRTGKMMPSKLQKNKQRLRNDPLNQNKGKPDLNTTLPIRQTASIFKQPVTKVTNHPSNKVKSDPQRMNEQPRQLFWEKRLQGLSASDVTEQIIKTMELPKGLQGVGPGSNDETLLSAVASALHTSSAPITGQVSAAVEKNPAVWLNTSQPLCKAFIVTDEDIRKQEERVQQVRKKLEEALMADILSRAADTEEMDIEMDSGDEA
# Tn6 DDE FP: inhibitors of Tn6 peptide binding to fibrin DD(E), primary screen, biochemical, fluorescence polarization, human fibrin, Tn6 probe; Fibrinogen beta chain (Homo sapiens), P02675; Fibrin DD(E) TRITC-Tn6 fluorescence polarization displacement; inhibition, % at 8.3 µM; 370,000 tested, 0.21% active; AID 720509, 2013;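 active = inhibition above a per-campaign cutoff: mean of compounds within control limits plus 3 SD, cut at about 15% in these data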;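 note: 0% = median of all compound wells on the plate and 100% = blocking peptide control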
# UHRF1 MBD2 ctr: UHRF1 methylated DNA binding inhibitors, primary screen, counter-screen for MBD2 inhibitor project, biochemical, TR-FRET, human UHRF1, single concentration | AID 687016, 2013 | inhibition, % at 4.4 µM | UHRF1 binding to methylated oligo | E3 ubiquitin-protein ligase UHRF1 (Homo sapiens), Q96T88 | 370,000 tested, 0.75% active; in the data active = inhibition above about 21%;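 note: UHRF1 SRA domain binding a hemimethylated CpG hairpin DNA probe; 0% = median of test compound wells and 100% = reference inhibitor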
# TCR-CD3 inh: inhibitors of human TCR-CD3 interaction, primary screen, biochemical, fluorescence, TAMRA-labeled TCR probe. T-cell receptor (TCR). inhibition, % at 9.4 µM. 360,000 tested, 0.37% active. AID 651800, 2012; in the data active = inhibition above about 19%;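 note: recombinant mutant TCR 2C K166C tagged with TAMRA read by polarization; 0% = receptor in buffer alone and 100% = receptor with positive control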
# An asterisk follows results filed as active; · = not tested or not shown. Outcome played no part in choosing rows; overall some 4.6% were active at least once.
SMILES,SIAE inh,TDP2 absorb,proKLK7 act,LEDGF integ inh,DDE Tn7 FP inh,PRMT1 FP inh,MBD2 inh,Tn6 DDE FP,UHRF1 MBD2 ctr,TCR-CD3 inh
Cc1cc(C)cc(N=Cc2c(O)c3ccccc3oc2=O)c1,-8.1,5.3,0.4,-2.6,11.5,3.0,9.4,2.4,15.3,-2.2
O=C(NN=C1CCCC1)c1cc(O)cc(O)c1,8.9,20.9,-0.5,5.9,-0.1,-3.3,-1.6,0.4,7.4,14.5
COc1ccc(S(=O)(=O)NC(C)C(=O)NCc2ccccn2)cc1OC (configuration not stated),7.5,18.6,0.5,-2.6,-3.8,0.2,1.4,1.7,-0.5,0.7
CCn1c(=O)n(CC)c2cc(N)ccc21,3.6,-1.8,-1.0,2.6,-4.3,4.8,-0.3,-2.7,0.3,-0.6
COc1ccc(CCN(C)C(=O)CNC(=O)c2ccc3c(c2)OCO3)cc1OC,9.4,6.2,-0.4,1.2,1.9,0.1,-5.6,4.3,0.7,3.0
CCOc1ccc(S(=O)(=O)Nc2ccc(S(=O)(=O)N3CCCCC3)cc2)cc1,-4.2,-11.0,-0.3,-2.5,-0.8,-1.7,-2.1,4.6,3.5,5.7
CCN(C(=O)COC(=O)c1ccc(OCc2c(C)noc2C)cc1)c1ccccc1,3.6,-9.2,0.1,2.8,5.2,-2.7,1.2,2.5,-1.0,4.1
O=C(NCCCn1ccnc1)c1ccccc1Cl,-4.1,-16.4,-0.2,3.9,-10.9,0.4,-2.5,-0.6,3.2,-5.9
CC/C(=N/O)c1cnnc(SC)n1,-5.7,-1.1,-0.2,-0.1,0.2,1.1,-4.0,-4.2,-0.3,-3.3
Cc1ccc(-n2c(SCC(=O)NCCN3C(=O)CSC3=O)nnc2-c2cccc(C)c2)cc1,1.2,2.4,0.4,-2.3,5.1,-5.9,-0.9,4.7,-1.1,3.1
CCc1ccc(N(CC(=O)Nc2ccccc2C(=O)N2CCCC2)S(C)(=O)=O)cc1,2.5,16.2,0.0,-0.9,-1.6,-0.9,2.7,5.1,-2.0,7.2
CC12CCC(=O)C=C1CCC1C2C(O)CC2(C)C1CCC2(O)C(O)CO (configuration not stated),-4.5,-4.7,-0.3,-0.2,-1.4,-3.8,-2.0,13.4,0.3,-8.7
O=c1[nH]c2ccccc2c2nc3ccccn3c12,1.3,-1.2,-0.4,1.2,-0.9,-2.6,-0.9,13.4,-2.5,9.5
C[C@@H]1COc2cc(N3CCCCC3)ccc2S(=O)(=O)N1,0.0,4.8,0.4,-1.0,1.7,-1.0,9.7,-0.3,21.8*,1.8
COC(=O)c1sccc1NC(=O)/C=C/c1c(Cl)cccc1Cl,2.2,-3.0,0.3,1.8,-3.5,0.8,3.7,6.3,8.5,-2.4
Cc1ccc(-n2cc(-c3ccccc3)c3c(=O)[nH]cnc32)cc1,-1.5,1.8,0.4,-0.7,1.3,0.9,-4.8,-1.3,2.2,-9.3
CCCCOc1ccc(CNC(=S)N/N=C/c2ccc(OC)c(OC)c2)cc1,-1.9,-7.1,0.1,1.7,1.6,-1.8,1.9,-11.0,-3.5,3.4
CC(C)n1c(CCCO)nc2ccccc21,-2.0,-7.0,-0.1,1.3,1.8,-0.5,4.7,2.5,-1.7,8.8
Oc1ccc(/C=N/N=C/c2ccc(O)c(O)c2)cc1O,1.1,-17.4,-2.3,74.6*,5.2,13.3,1.9,1.3,0.4,50.9*
CCOC(=O)c1ccc(NC(=O)CCc2nc(-c3ccccc3)no2)cc1,-15.4,-4.3,0.2,1.1,-3.2,0.7,8.1,3.6,2.3,-8.3
Cc1cc(=O)n2[nH]c(=O)c(N=Nc3ccccc3)c2[nH]1,3.9,-13.5,-0.2,-2.5,-0.6,-0.8,-18.5,-5.9,-12.9,4.7
COc1ccc2[nH]c3c(c2c1)CCN1C(=O)N([C@@H](C)C(=O)NCc2ccco2)C(=O)[C@]31C,2.7,-0.7,-0.3,-0.4,8.5,1.4,-2.7,3.9,-0.6,-0.4
O=C(/C=N/O)NCc1ccncc1,2.9,9.4,0.6,-1.7,3.8,-1.9,1.6,3.3,1.4,-4.1
CCOC(=O)C1C(=O)NC(N2CCN(CC)CC2)=NC1c1ccccc1 (configuration not stated),5.9,-2.5,-0.5,-1.0,-0.7,-0.9,4.0,2.9,-0.5,0.7
COCc1cc(=O)[nH]c(-c2ccccc2)n1,1.2,8.1,-0.3,0.4,0.1,1.1,5.1,8.4,15.7,6.8
CN1CCN(S(=O)(=O)c2ccc([N+](=O)[O-])cc2)CC1,-6.2,4.5,0.1,-5.3,-0.2,0.7,1.3,1.9,0.5,-2.3
CC(C)CNc1cccc2c1S(=O)(=O)N(Cc1cn(Cc3cccc(C(F)(F)F)c3)nn1)Cc1ccccc1O2,2.9,-8.1,-9.0,0.9,-4.3,1.6,5.3,4.7,11.1,·
CCOc1ccc(CCNC(=O)CSCc2ccc(C)cc2)cc1OCC,-3.5,0.9,0.5,-1.4,2.0,-1.6,-10.8,7.7,0.6,10.8
CC(NC(=O)C(=O)N1CCCCC1)C(c1cccs1)N1CCN(Cc2ccccc2)CC1 (configuration not stated),10.3,14.7,-0.1,-3.1,6.2,3.0,3.4,3.2,0.3,-3.8
O=C(O)/C=C/C(=O)Nc1ccccc1-c1ccccc1,-2.7,10.9,-0.6,1.5,-8.5,29.7*,-2.4,-0.7,-3.1,2.8
O=C(NC1CCCCC1)c1ccccc1-c1ccccc1,-4.0,-3.0,-0.2,-4.7,0.1,2.1,4.2,1.9,3.0,-8.0
COc1ccc(/C=C2\SC(=S)N(CCC(=O)NCCCN3CCOCC3)C2=O)cc1,1.0,-8.9,0.0,-7.7,-2.0,7.3,-0.5,0.4,-1.0,-4.7
CCn1c(CN2c3ccccc3Sc3ccccc32)n[nH]c1=S,2.5,0.4,0.2,-6.2,-3.7,13.9,1.4,5.3,3.6,-7.4
NS(=O)(=O)c1ccc(NC(=O)COC(=O)c2ccc([N+](=O)[O-])s2)cc1,-0.3,27.5*,0.1,6.9,1.5,-1.4,-8.4,-0.5,1.8,-4.3
C/C(=N\NC(=O)c1ccc2c(c1)OCO2)c1ccc2c(c1)OCO2,8.8,9.2,0.2,2.7,1.8,-2.3,0.4,1.4,-1.7,0.4
CC(=O)Oc1ccc(-c2ccc(C(=O)OCC(=O)c3c(N)n(C)c(=O)n(C)c3=O)cc2)cc1,-4.6,-4.8,1.2,-0.5,1.3,-0.6,-1.2,1.0,0.3,6.1
O=C(NN=C1CCCCCCC1)c1ccc(F)cc1,1.5,4.5,-0.5,-1.5,1.2,0.9,-1.1,-3.4,-1.4,-7.8
Cc1nc2c(C)cccn2c(=O)c1NC(=O)c1cccs1,6.9,11.1,-0.2,4.5,-3.7,0.1,-1.2,10.9,-3.3,6.5
COc1cccc(COC(=O)CCNC(=O)c2ccc(Cl)cc2)c1OC,4.2,-4.7,0.0,-1.4,-0.6,-2.4,1.0,6.0,0.8,2.5
CC(C)(C)OC(=O)NCc1cc(F)ccc1/C=C/S(=O)(=O)NCCc1ccccc1,-1.9,-10.6,0.3,1.0,-11.3,-0.5,-0.6,2.5,0.1,·
Cc1cnc(NC(=O)C2CC=CCC2)s1 (configuration not stated),-12.5,-2.4,-0.3,0.5,5.4,2.3,-4.6,4.3,-1.6,1.1
C=CCOc1c(CNc2ccc(C(=O)O)cc2)cccc1OC,0.7,0.8,0.2,-0.4,3.8,-0.5,1.3,-3.8,-3.5,2.1
O=C(Nc1cccc(S(=O)(=O)N2CCCCC2)c1)c1ccc2ncsc2c1,-32.6,7.1,0.2,8.7,-0.3,-2.6,-0.6,1.6,-1.4,3.8
O=C(NCc1nc2ccccc2[nH]1)c1ccc([N+](=O)[O-])cc1,0.2,10.3,-0.1,-0.2,3.3,-1.6,-0.1,5.1,-1.0,9.2
O=C(Nc1cccc2c1CCCC2)c1ccccc1Cl,6.2,8.5,0.2,-0.9,-0.5,-5.2,0.9,-4.3,1.0,4.8
NN(Cc1ccccc1)C(=S)Nc1ccc(Cl)c(Cl)c1,-0.4,18.7,-0.1,-1.2,3.9,2.6,2.5,-2.6,2.9,-4.7
CCCN(CC(=O)Nc1ccccc1C)C(=O)C1CCN(S(=O)(=O)c2ccc(C)c(C)c2)CC1,-4.0,-3.3,0.3,0.2,3.3,1.1,-1.1,-1.1,-2.2,-4.4
O=C1CC(NC(=O)C(F)(F)F)=NN1c1ccccc1,1.4,7.9,-0.4,3.3,-2.0,5.0,-2.6,-2.0,-9.6,4.5
Cc1ccc(S(=O)(=O)Nc2ccc3c(c2)c2c(n3S(=O)(=O)c3ccc(C)cc3)CCCC2=O)cc1,8.5,9.2,0.3,-0.9,13.1,-3.7,-2.6,-9.5,2.8,8.3
O=C(Nc1cccc2ccccc12)N1CCc2ccccc2C1,8.2,-1.6,-15.9,2.0,-1.1,-2.8,-0.3,4.7,-1.7,-11.0
CCS(=O)(=O)c1ccc2oc(Nc3cccc(OC)c3)nc2c1,6.5,1.5,0.3,10.3,1.9,-0.8,-7.6,0.9,-3.0,3.0
O=C1Nc2ccccc2/C1=N/N=C/c1ccc(-c2ccc([N+](=O)[O-])cc2)o1,9.4,-7.5,0.1,5.8,0.9,-5.2,2.3,-2.7,-0.9,0.6
O=C1NCCCC1C(=O)NCCN1C(=O)CCC1=O (configuration not stated),4.8,0.1,-0.6,-0.1,-1.4,1.3,-1.1,1.7,-2.1,8.2
CCCCCCCC1CC(=O)C=C(C)C1C(=O)OCC (configuration not stated),3.0,3.9,0.4,-3.2,-1.5,-4.9,-2.4,-3.0,-1.6,-5.5
COC(=O)c1cnn2c(C)c(Cc3cccc(F)c3)c(C)nc12,1.2,4.5,2.6,-0.4,6.7,3.7,2.9,-7.4,2.8,-2.3
